Source: PubChem (several laboratories)
Peg3 prom inh = Peg3 promoter-driven luciferase inhibitors, primary screen, cell-based, HeLa, luciferase luminescence | HeLa PEG-Prom luciferase reporter, overnight | inhibition, % at 20 µM | hit rate 1.7% among 360,000 | AID 588405, 2011;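 active = inhibition of at least 50% at 20 µM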
NR2E3 ag-1 = inhibitors of NR2E3-RetCOR corepressor binding, primary screen, NR2E3 agonist project, biochemical, TR-FRET, GST-NR2E3, biotin-RetCOR | Photoreceptor-specific nuclear receptor (Homo sapiens), Q9Y5X4 | 1536-well | inhibition of corepressor binding, % at 4.78 µM | hit rate 0.12% among 320,000 | AID 2300, 2010;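 active = percent inhibition above the cutoff of mean plus 3 SD of all tested compounds, set per screening campaign, cut at about 20% in these data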;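 also: 0% = DMSO wells and 100% = biotin wells as full block of FRET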
Target sequence (Q9Y5X4 whole entry, looked up): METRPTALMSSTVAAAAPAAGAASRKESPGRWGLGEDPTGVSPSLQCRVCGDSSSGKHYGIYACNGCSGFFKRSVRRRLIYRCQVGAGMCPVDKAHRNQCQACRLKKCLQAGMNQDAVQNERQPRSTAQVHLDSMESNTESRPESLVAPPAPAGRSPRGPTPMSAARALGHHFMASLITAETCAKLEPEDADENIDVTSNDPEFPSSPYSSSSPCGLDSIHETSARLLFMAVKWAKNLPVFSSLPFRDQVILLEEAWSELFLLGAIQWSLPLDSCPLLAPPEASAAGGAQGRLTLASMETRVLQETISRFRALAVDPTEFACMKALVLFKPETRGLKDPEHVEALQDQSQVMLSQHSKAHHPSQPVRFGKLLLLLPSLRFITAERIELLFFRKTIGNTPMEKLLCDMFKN
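System: GST-tagged NR2E3 plus biotinylated RetCOR corepressor; Amount: 1.35 nM GST-tagged NR2E3 final; Dosing: single nominal compound dose of 4.8 µM; Schedule: 5 h incubation at 4 °C; Technique: TR-FRET with europium anti-GST and streptavidin-D2, 340 nm excitation; Controls: biotin wells as high control, 0.6% DMSO wells as low control.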
KKLEB tox = cytotoxicity in KKLEB CF airway cells, primary screen, cytotoxicity control for CF NF-kB inhibitor project, cell-based, uHTS, fluorescence assay plates. KKLEB CF airway cells viability, ATPlite luminescence, overnight; active compounds read low; cells stimulated with P. aeruginosa culture filtrate. activity change (cytotoxicity), % at 5 µM. hit rate 0.36% among 360,000. AID 602141, 2011;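 active = corrected activity change at or below -50% at 5 µM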
NR2E3 ag-2 = NR2E3 agonists in two-hybrid cells, primary screen, cell-based, luminescence, CHO-S, Gal4-NCOR/VP16-NR2E3. hit rate 0.35% among 360,000. inhibition of corepressor binding, % at 3.98 µM. AID 602229, 2012. Photoreceptor-specific nuclear receptor (Homo sapiens), Q9Y5X4. luciferase;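 active = inhibition above the mean of all tested compounds plus 3 SD, cut at about 70% in these data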;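 also: 0% = DMSO with NR2E3 transfected cells and 100% = cells lacking NR2E3 construct; higher means lower luciferase signal from less NR2E3 corepressor binding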
MITF TRPM1 inh = inhibitors of MITF-dependent TRPM1 promoter reporter, primary screen, cell-based, SK-MEL-5, single point, luciferase. SK-MEL-5 TRPM1 promoter luciferase, 24 h. AID 488899, 2010. inhibition, % at 12.5 µM. hit rate 0.83% among 330,000;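 active = mean inhibition across replicates of 60% or more, whatever share of single replicates reaches that level; inconclusive = some that reach 60%, reason not given; inactive = mean inhibition across replicates below 60%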; also: values of inactives mirror those of a sister screen read the other way
iPSC survival up = enhancers of single-cell hiPSC survival, primary screen, ATPlite luminescence. hit rate 0.044% among 360,000. survival enhancement, % at 20 µM. 100% = ROCK inhibitor wells, 0% = DMSO; in the data active = survival enhancement above about 18%;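 also: cells exposed to compounds for 16 hours before the ATP read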
Shn3 3UTR inh = reduction of Shn3 3'UTR firefly luciferase signal, primary screen, Schnurri-3 inhibitor project, cell-based, Clone20 osteoblasts, set 2; hit rate 0.52% among 360,000; Clone20 osteoblast Shn3 3'UTR firefly luciferase, 24 h; inhibition, % at 12.5 µM;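 active = mean inhibition of at least 75% with every replicate also reaching 75%; inconclusive = mean inhibition at least 75% but some replicate below; inactive = mean inhibition below 75%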;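 also: 0% = median of neutral control wells and 100% = pilot-screen positive control compound; some compounds past the cut are filed as inactive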
HIF-2a inh = HIF-2a reporter inhibitors, primary screen, luminescence, 786-0 RCC cells. 786-0 RCC cells HIF-2a reporter, luciferase luminescence, overnight. hit rate 0.72% among 360,000. inhibition, % at 18.8 µM;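 active = inhibition of the luminescence signal of 40% or more relative to plate controls, in a single-dose primary screen at 18.75 µM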
aDG glyco act = activators of alpha-DG glycosylation, primary screen, uHTS, Pro5-aDG cells, AlphaScreen. alpha-DG glycosylation AlphaScreen (IIH6); 0% Pro5, 100% B10-LARGE cell signal. activation, % at 10 µM. hit rate 0.22% among 360,000. AID 624168, 2012;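 active = activation of at least 8% versus controls, or a plate z-score of at least 8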;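 also: Pro5 are CHO cells carrying HIG-tagged alpha-DG that lacks glycosylation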
CF NFkB block = inhibitors of PAF-induced NF-kB signaling, primary screen, cell-based, GFP fluorescence, uHTS. KKLEB NF-kB-GFP reporter, GFP fluorescence overnight. inhibition, % at 5 µM. hit rate 0.86% among 360,000;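 active = at least 50% inhibition at 5 µM, scaled per plate between neutral and stimulator controls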;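 also: PAF is a Pseudomonas aeruginosa culture filtrate used as stimulus; plate controls were PAF-stimulated DMSO wells for no effect and unstimulated DMSO wells for full effect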
TWEAK-Fn14 inh = inhibitors of TWEAK-Fn14 signaling, primary screen, luciferase reporter cells, uHTS | TWEAK-stimulated Fn14 reporter cells, luciferase luminescence, 8 h | inhibition, % at 10 µM | hit rate 2% among 360,000; in the data active = inhibition above about 50%
* marks the source's active call; other numbers are inactive results; u = inconclusive; x = no result given. Only part of the results is shown; rates above refer to the full screens.

Sample of the layout:
Values in the order – Peg3 prom inh | NR2E3 ag-1 | KKLEB tox | NR2E3 ag-2 | MITF TRPM1 inh | iPSC survival up | Shn3 3UTR inh | HIF-2a inh | aDG glyco act | CF NFkB block | TWEAK-Fn14 inh
- NC(N)=Nc1ccc2[nH]c3c(c2c1)C[C@@]1(O)[C@H]2Cc4ccc(O)c5c4[C@@]1(CCN2CC1CC1)C3O5 (some centres not stated)
  -4 | x | 7 | -7 | -6 | -0.8 | 1 | -1 | 0.0 | 2 | -8
- CSCCC(NC(=O)CCC(=O)OC1CC[C@H]2[C@@H]3CC[C@H]4CC(=O)CC[C@]4(C)[C@H]3CC[C@]12C)C(=O)O (some centres not stated)
  -3 | 3 | 2 | 7 | -3 | 0.3 | -11 | -5 | -0.1 | -16 | 14
- CCCN1CCCC(C(=O)c2cc(C)c(OC)c(C)c2)C1 (configuration not stated)
  7 | -2 | -6 | 20 | -11 | -0.3 | -6 | 16 | 0.0 | -9 | -4
- CC(C)(C)n1cc(C(=O)c2ccccc2)cc1-c1ccccc1
  -7 | 0 | -6 | -14 | -3 | 0.8 | -21 | 7 | 0.0 | 4 | -4
- O=C(NC1CCCCC1)N1Cc2cc(N3CCCCC3)ccc2-n2nncc2C1
  2 | x | 6 | 21 | x | 0.4 | 5 | 3 | 0.1 | -51 | -47
- CN1CN(c2ccccc2)C2(CCN(CCCSc3ccccc3NC(=O)/C=C/c3ccccc3)CC2)C1=O
  32 | x | 11 | -3 | 69* | -1.5 | 59 | -141 | 0.1 | -3 | 4
- Cc1ccc(OP(=O)(NCc2ccccc2)Oc2ccc(C)cc2)cc1
  20 | 1 | 0 | -19 | -5 | -1.8 | -47 | 23 | 0.6 | -7 | -3

The list itself, repeating the preview:
Values in the order – Peg3 prom inh | NR2E3 ag-1 | KKLEB tox | NR2E3 ag-2 | MITF TRPM1 inh | iPSC survival up | Shn3 3UTR inh | HIF-2a inh | aDG glyco act | CF NFkB block | TWEAK-Fn14 inh
- NC(N)=Nc1ccc2[nH]c3c(c2c1)C[C@@]1(O)[C@H]2Cc4ccc(O)c5c4[C@@]1(CCN2CC1CC1)C3O5 (some centres not stated)
  -4 | x | 7 | -7 | -6 | -0.8 | 1 | -1 | 0.0 | 2 | -8
- CSCCC(NC(=O)CCC(=O)OC1CC[C@H]2[C@@H]3CC[C@H]4CC(=O)CC[C@]4(C)[C@H]3CC[C@]12C)C(=O)O (some centres not stated)
  -3 | 3 | 2 | 7 | -3 | 0.3 | -11 | -5 | -0.1 | -16 | 14
- CCCN1CCCC(C(=O)c2cc(C)c(OC)c(C)c2)C1 (configuration not stated)
  7 | -2 | -6 | 20 | -11 | -0.3 | -6 | 16 | 0.0 | -9 | -4
- CC(C)(C)n1cc(C(=O)c2ccccc2)cc1-c1ccccc1
  -7 | 0 | -6 | -14 | -3 | 0.8 | -21 | 7 | 0.0 | 4 | -4
- O=C(NC1CCCCC1)N1Cc2cc(N3CCCCC3)ccc2-n2nncc2C1
  2 | x | 6 | 21 | x | 0.4 | 5 | 3 | 0.1 | -51 | -47
- CN1CN(c2ccccc2)C2(CCN(CCCSc3ccccc3NC(=O)/C=C/c3ccccc3)CC2)C1=O
  32 | x | 11 | -3 | 69* | -1.5 | 59 | -141 | 0.1 | -3 | 4
- Cc1ccc(OP(=O)(NCc2ccccc2)Oc2ccc(C)cc2)cc1
  20 | 1 | 0 | -19 | -5 | -1.8 | -47 | 23 | 0.6 | -7 | -3
- C/C=C1\CN2[C@H]3C[C@@]45c6ccccc6N(C)[C@H]4[C@@H]2CC1C3[C@H]5O (some centres not stated)
  -17 | 2 | 6 | -8 | 4 | -0.3 | -4 | 8 | -0.2 | -7 | -17
- O=c1[nH]c(=O)n(Cc2ccccc2Cl)c(O)c1/C=C1/C=CC=N1
  0 | -1 | -16 | -26 | 20 | -2.9 | 10 | 2 | -0.1 | 39 | 44
- Cc1ccc(Cn2cc(C=O)c3ccccc32)cc1
  63* | 3 | -15 | -1 | -2 | -0.8 | 16 | 36 | 0.5 | 26 | 38
- CCCNC(=O)N1[C@H]2CC[C@@H]1C(C(=O)OC)=C(c1ccc(OC(F)(F)F)cc1)C2
  0 | 1 | -15 | 1 | -9 | -3.7 | 1 | 13 | 0.4 | 13 | -3
- CCCCCCCCn1sccc1=O
  21 | -2 | 7 | 23 | 22 | -4.9 | u | 7 | 0.0 | -72 | -9
- CC(C(O)c1ccccc1)N(C)CCn1cnc2c1c(=O)n(C)c(=O)n2C (configuration not stated)
  7 | 0 | 13 | -1 | 14 | 0.0 | 0 | 11 | -0.1 | -19 | -13
- O=c1[nH]c(=O)n(Cc2ccccc2)c(O)c1C=NCCN1CCOCC1
  -4 | 0 | 8 | 2 | 1 | -0.9 | 11 | 5 | 0.5 | 2 | -19
- CN1CCN(S(=O)(=O)c2cnc(Cl)c(Br)c2)CC1
  -2 | 0 | 0 | -7 | 8 | -1.3 | 0 | 11 | 1.0 | -3 | -23
- O=[N+]([O-])c1ccc(N2CCNCC2)c(Cl)c1
  7 | 1 | -3 | -20 | 9 | -0.3 | 10 | 12 | 0.6 | 4 | 12
- CCC(c1nnnn1C1CCCC1)N1CCC2(CC1)C(=O)NCN2c1ccccc1 (configuration not stated)
  11 | x | -4 | -4 | x | 0.2 | 1 | 3 | -0.2 | 17 | -19
- C=CCn1c(=O)c(C=Nc2cccc([N+](=O)[O-])c2)c(O)n(CCCC)c1=O
  1 | 3 | -2 | 4 | 1 | -1.1 | 2 | 13 | -0.2 | 16 | 1
- CCc1ccc(CNCCc2c[nH]c3ccccc23)cc1
  28 | 0 | -14 | -3 | 5 | -0.5 | 1 | 5 | 0.2 | -1 | 11
- COc1ccc(N2C(=O)NC(=O)/C(=C\c3cn(C)c4ccccc34)C2=O)cc1
  20 | -3 | -4 | 6 | 14 | -0.2 | 2 | 18 | 0.0 | 1 | -23
- COC1CC2C=C(C)C=CC=CC(=O)NC(c3ccccc3)CC=CCCC(O)CC(=O)C2=C1O (configuration not stated)
  98* | x | -85* | 103* | x | -2.1 | 98* | 77* | 0.0 | 91* | 60*
- COc1cc2c3cc1Oc1c(OC)c(OC)cc4c1[C@H](Cc1ccc(cc1)Oc1cc(ccc1O)C[C@H]3N(C)CC2)N(C)CC4
  70* | x | -8 | 11 | 80* | -3.8 | -8 | 17 | 0.2 | 10 | -24
- Cc1cccc(C)c1-n1nnnc1C(c1cccc2ccccc12)N1CCC(n2c(=O)[nH]c3ccccc32)CC1 (configuration not stated)
  43 | x | -8 | -6 | x | 3.2 | 4 | -10 | 0.0 | 26 | 14
- CC(C)(C)[C@]1(O)C[C@@H]2OC(=O)C[C@@]23C(=O)O[C@@H]2OC(=O)[C@H](O)[C@]213
  -1 | 2 | 2 | -7 | 5 | 0.9 | -11 | 8 | -0.2 | -17 | 7
- C[C@]12CCC3C(CC[C@H]4C[C@H](O)CC[C@]34C)C1C[C@H](O)[C@H]2O (some centres not stated)
  12 | x | 1 | -21 | 4 | 1.8 | 8 | -8 | 0.0 | 0 | -18
- COc1ccc(C(C)=O)cc1Cc1c(O)[nH]c(=S)[nH]c1=O
  18 | -2 | -9 | 3 | 0 | 0.5 | 12 | 12 | -0.1 | 12 | 14
- CCOc1cc(C=C2C(=O)NC(=S)NC2=O)ccc1O
  12 | x | 10 | 7 | 10 | 2.7 | -1 | -2 | 0.5 | -19 | 27
- O=c1c2ccccc2nc(Cc2cccc([N+](=O)[O-])c2)n1-c1ccc(O)cc1
  15 | -1 | -5 | -25 | 13 | -0.4 | -24 | 13 | -0.1 | 1 | -20
- CCOC(=O)C(O)(c1cn(C)c2ccccc12)C(F)(F)F (configuration not stated)
  6 | 1 | -4 | 7 | 8 | 1.5 | -20 | 11 | 0.1 | 12 | -19
- CCOC(=O)[C@]12Cc3cc(OC)ccc3[C@H]1N(Cc1ccccc1)C(=O)c1ccccc12
  17 | x | 6 | -13 | 6 | -0.9 | -8 | 5 | -0.2 | 6 | 7
- CSCCC(N=Cc1c(O)n(-c2ccc(F)cc2)c(=O)[nH]c1=O)C(=O)OC(C)(C)C (configuration not stated)
  2 | -2 | -2 | -4 | -1 | 1.6 | -8 | 19 | 0.4 | -11 | 11
- FC(F)(F)c1ccccc1N1CC1c1ccncc1 (configuration not stated)
  0 | 5 | 6 | -10 | x | 0.9 | 20 | 17 | 0.3 | -14 | -1
- O=[N+]([O-])c1nccn1CC(O)CN1CC1 (configuration not stated)
  1 | x | 14 | -24 | x | -0.6 | -59 | 5 | 0.0 | -6 | -16
- Cc1ccc(S(=O)(=O)N2CCCCC2)cc1NC(=O)CN1CC=C(c2ccccc2)CC1
  19 | -1 | 12 | -10 | 5 | 1.3 | 16 | 9 | 0.2 | -19 | 27
- CNCCc1c(C)n[nH]c1C
  13 | 1 | 17 | 0 | -1 | -0.5 | -8 | 10 | 0.8 | -5 | 17
- CCN(CC)C(=O)c1ccc(NC(=O)c2sccc2-c2ccccc2)cc1
  12 | 3 | 1 | 9 | 6 | -0.3 | 0 | -3 | 0.5 | 19 | 18
- CC(C)CCn1c(N)c(C(=O)OCC2CCCO2)c2nc3ccccc3nc21 (configuration not stated)
  18 | 7 | 1 | 8 | 16 | 11 | -8 | 12 | 0.6 | 6 | 49
- Cc1cc(NC(=O)CCC(=O)N2CCC3(CC2)OCCO3)no1
  -1 | 0 | 1 | 24 | 8 | -1.4 | -3 | 8 | 0.3 | -2 | 21
- CC/C(=N\N1CCN(C)CC1)c1c(O)[nH]c(=O)[nH]c1=O
  -6 | 4 | -3 | -2 | 14 | -1.5 | -2 | 16 | 0.0 | 7 | -4
- CS(=O)(=O)NNP(=O)(NNS(C)(=O)=O)NC(=O)c1ccc(Br)cc1
  -6 | 2 | 10 | -9 | -2 | -0.3 | -12 | 3 | -0.2 | -44 | -8
